Bioassay records from PubChem BioAssay.
CFTR F508del cor: correctors of CFTR F508del function in bronchial epithelial cells | CFBE cells, YFP halide quenching; stimulated with forskolin plus potentiator P3; % fluorescence drop versus neutral controls | hit rate 0.36% among 350,000 | activity (quench increase), % at 7.58 µM;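 active = mean added fluorescence quench of at least 8% versus neutral control, with both replicates also reaching 8%; inconclusive = only one of the mean or replicate conditions met; inactive = mean below 8% and not both replicates reaching 8%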;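 also: cells transiently co-express mutant CFTR-F508del with the halide-sensitive YFP; corrector assay measuring rescue of mutant channel to the surface after 24 h compound exposure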
FN deposition inh: fibronectin deposition inhibition; AH1F fibroblasts, Alexa488-fibronectin deposition fluorescence, overnight; inhibition, % at 12.6 µM; hit rate 0.086% among 350,000;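 active = mean inhibition across replicates of 30% or more, regardless of how many single replicates reach that level; inconclusive = mean under 30% yet at least half of replicates reach 30%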;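 also: positive control wells lacked labelled fibronectin entirely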
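Material – AH1F fibroblast monolayer, labelled fibronectin deposition · Reagent – labelled fibronectin 24 nM · Timing – 1 h adhesion, overnight exposure · Measured by – fluorescence at 485 nm excitation, 525 nm emission · Read-out – inhibition of fibronectin deposition signal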
DENV2 CPE rescue: inhibitors of DENV2 cytopathic effect | DENV2-infected cells, cytopathic effect rescue, plate reader | CPE inhibition, % at 9.99 µM | hit rate 1.7% among 350,000 | AID 651640; in the data active = CPE inhibition above about 20%, passing the limit was not always enough; inconclusive = no clear call, values can overlap the other calls; tested in BHK-21 cells;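 also: 0% = median of neutral control wells and 100% = median of positive control wells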
INS-1E GSIS act: primary screen for activators of insulin secretion dependent on glucose, INS-1E cells, GLuc reporter luminescence | INS-1E GLuc reporter insulin secretion, 2-3 h | activation, % at 16.6 µM | hit rate 0.61% among 370,000 | AID 743287;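 active = lowest replicate activation of at least 40%, so every replicate reaches that level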;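 also: 0% = median of neutral control wells and 100% = median of IBMX positive control wells; some compounds called inactive have numbers as strong as hits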
PAX8 inh HTS: inhibitors of PAX8 transcriptional activity in RMG-I cells | RMG-I TPO-luciferase reporter, SteadyGlo, 24 h | hit rate 1.2% among 360,000 | inhibition, % at 12.6 µM | AID 652154;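 active = mean replicate inhibition at least 60% with every replicate also reaching 60%; inconclusive = only one of the two criteria is met; inactive = mean below 60% and not all replicates reaching 60%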;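 also: luciferase light reporting Pax8 driven TPO promoter activity; plate controls were median of neutral control wells for no effect and mitoxantrone controls for full effect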
miR122 inh: miR-122 inhibition in Huh7 cells. Huh7 miR-122 Renilla luciferase sensor, 48 h; neutral wells = 0, positive control = 100. activation (reporter increase), % at 12.5 µM. hit rate 0.3% among 340,000;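 active = mean replicate activation score at least 90 and every replicate individually at or above 90; inconclusive = only one of the two criteria met; inactive = neither criterion met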;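 also: higher luciferase means less miR-122 activity so hits act as miR-122 inhibitors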
EWS-Fli block: inhibitors of EWS/Fli oncoprotein transcriptional activity; A673 NR0B1-luciferase reporter, viability-normalised; inhibition, % at 12.6 µM; hit rate 0.67% among 350,000;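 active = mean inhibition of at least 50% after viability correction, with every replicate also passing that limit; inconclusive = mean reaches 50% but only one of two replicates passes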;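 also: firefly luciferase signal divided by Alamar Blue viability fluorescence both relative to DMSO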
Numbers without * were called inactive; ? = inconclusive; nt = not tested or not shown; [ ] = another dose, or the depositor's remark.

The opening 2 records, to show the layout:
SMILES	CFTR F508del cor	FN deposition inh	DENV2 CPE rescue	INS-1E GSIS act	PAX8 inh HTS	miR122 inh	EWS-Fli block
Cc1ccc(CN2CCC(CO)(CC3CCCCO3)CC2)o1 (stereo not drawn)	-1.9	12	-1	3	14	nt	-3
COc1ccc(S(=O)(=O)N2C[C@H](O)COC[C@H]3O[C@@H](CC(=O)N[C@@H]4CCN(Cc5ccccc5)C4)CC[C@@H]32)cc1	2.6	0	-3	2	8	-11[16.7 µM]	2

Results, previewed entries included:
SMILES	CFTR F508del cor	FN deposition inh	DENV2 CPE rescue	INS-1E GSIS act	PAX8 inh HTS	miR122 inh	EWS-Fli block
Cc1ccc(CN2CCC(CO)(CC3CCCCO3)CC2)o1 (stereo not drawn)	-1.9	12	-1	3	14	nt	-3
COc1ccc(S(=O)(=O)N2C[C@H](O)COC[C@H]3O[C@@H](CC(=O)N[C@@H]4CCN(Cc5ccccc5)C4)CC[C@@H]32)cc1	2.6	0	-3	2	8	-11[16.7 µM]	2
O=c1[nH]c(/C=C/c2ccccc2Cl)c([N+](=O)[O-])c(=O)[nH]1	-1.7	-2	3	-4	6	-11	16
C[C@@H]1CCCCO[C@H](CN(C)C(=O)CCCN(C)C)[C@H](C)CN([C@H](C)CO)C(=O)c2cc(NC(=O)NC3CCCCC3)ccc2O1	-1.3	nt	-1	2	-8	2[16.7 µM]	-7
CN1C(=O)c2cc(NC(=O)Cc3ccccc3)ccc2OC[C@H]2O[C@H](CC(=O)NCc3ccc(Cl)cc3)CC[C@H]21	1.0	1	-3	-7	20	-23[16.7 µM]	-2
C(=C\c1ccc2nncn2c1)/c1ccccc1	-0.6	2	7	4	-22	3	-29
CN1CCN(C(=O)CCNC(=O)Cn2cnc3ccccc3c2=O)CC1	-2.2	2	-6	7	-8	-4	1
C/C(CC(=O)Nc1cccnc1)=N/NC(=O)COc1ccc(Cl)cc1Br	1.3	0	-1	nt	-9	nt	3
COCCCN1CN(S(=O)(=O)c2cccs2)c2nc3ccccc3nc21	1.9	2	-4	-19	-6	1	1
CCc1cc(=O)oc2c(C)c(OCC(=O)NCC3CCC(C(=O)O)CC3)ccc12 (stereo not drawn)	-2.0	nt	-4	-2	nt	-16	-2
COC(=O)c1sccc1NC(=O)Nc1ccc(OC)cc1	-3.6	9	0	17	-2	0	-26
CCC1=Nc2cc(C(=O)NCc3ccco3)ccc2Sc2ccccc21	nt	13	nt	-12	23	nt	nt
O=C(O)CCc1ccc(-c2cccs2)n1NC(=O)c1ccccc1Br	nt	4	nt	nt	3	-4	nt
Cc1cccc(C(=O)NC2CCN(C(=S)NCc3ccco3)CC2)c1	-1.4	nt	-3	-10	nt	nt	0
Oc1ccc(CN2CCN(c3ncccn3)CC2)cc1	-6.0	-6	-4	9	20	1	3
O=C(C(Cc1ccccc1)n1cccc1)N1CCc2ccccc21 (stereo not drawn)	-2.9	-10	?	-4	1	0	6
O=C(C[C@H]1CC[C@@H]2[C@H](COC[C@@H](O)CN2S(=O)(=O)c2ccc(Cl)cc2)O1)NCCN1CCCC1	0.8	0	-5	-10	13	-5[16.7 µM]	0
CC(=O)Oc1ccccc1Cn1c(C)c(C(=O)NCc2ccc(F)cc2)sc1=O	1.9	4	3	-32	4	nt	6
COc1ccc(C(=O)O)cc1S(=O)(=O)Nc1ccc2cn[nH]c2c1	-1.0	0	-2	-3	9	-4	-7
CN(CC1CCCN(CCc2ccccc2F)C1)C(=O)c1cc2ccccc2o1 (stereo not drawn)	1.0	12	-18	nt	1	7	-1
CCOc1ccc(NC(=O)COc2ccc3c(c2)CCC3)cc1OC	0.9	-7	-6	7	-3	5	-2
COc1cccc(NC(=O)C(C)(C)C)c1	1.6	0	-4	11	-18	nt	-8
COc1ccc(-c2nc(C#N)c(N3CCN(C(=O)c4ccco4)CC3)o2)cc1OC	0.1	-8	3	11	-6	-8	-4
O=C(NCC(c1ccco1)N1CCc2ccccc2C1)C(=O)Nc1ccccc1F (stereo not drawn)	1.4	-6	-7	-1	6	-4	2
CN(CC(=O)Nc1ccc(Cl)cc1)C(=O)Cn1[nH]c(=O)c2ccccc2c1=O	0.3	-5	1	7	19	nt	0
O=C(Cc1cccnc1)N[C@H]1CC[C@@H](CCNS(=O)(=O)c2ccccc2Cl)O[C@H]1CO	-0.2	-9	-2	8	nt	nt	nt
COc1cc(OC)cc(-c2noc([C@H]3C[C@H](O)[C@@H](CO)O3)n2)c1	0.4	4	-10	-4	-25	-1	-7
O=C(N1CCOCC1)N1CCC(n2nnc3cc(F)ccc32)CC1	nt	-3	nt	6	nt	-5	nt
CSC1=NCCN1C(=O)c1ccc(S(=O)(=O)N2CCOCC2)cc1	-4.8	-43	-2	4	-4	nt	-8
Cn1c2c(c(=O)n(C)c1=O)[C@@]1(C(=O)Nc3ccccc31)C(C#N)=C(N)O2	nt	2	-1	-8	12	nt	39
CCOC(=O)CSc1nc(-c2cccs2)nc2c1c(=O)n(C)c(=O)n2C	-0.4	4	-4	2	nt	0	-3
O=C(Nc1ccc2c(c1)OCCO2)C(C1CC1)n1c(=O)c(-c2cc3ccccc3[nH]2)nc2ccccc21 (stereo not drawn)	1.4	-6	2	5	24	nt	3
CCN1C[C@@H]2[C@@H]3C(=O)N(C)C(=O)[C@@H]3[C@](Cc3ccccc3)(C1=O)N2C(=O)c1ccc(C(C)(C)C)cc1	-0.1	2	nt	-2	-5	-5	4
C[C@H]1CN([C@@H](C)CO)C(=O)Cc2cc(NC(=O)Nc3ccc(C(F)(F)F)cc3)ccc2O[C@H]1CN(C)Cc1ccc(C(=O)Nc2ccccc2N)cc1	4.9	nt	-4	2	nt	-16[16.7 µM]	79*
CN(C)/C=N/c1sc2c(c1C#N)CCC2	3.0	nt	-3	3	nt	-3	-18
C[C@H](CO)N1C[C@H](C)[C@H](CN(C)Cc2ccc(C(=O)Nc3ccccc3N)cc2)Oc2ccc(N(C)C)cc2C1=O	1.3	-7	-13	26	76*	?	65*
C=CCN(CC=C)C(=O)c1c(OC)cccc1OC	nt	-18	nt	34	28	nt	nt
C[C@@H]1CN([C@@H](C)CO)C(=O)c2cc(NS(C)(=O)=O)ccc2O[C@@H]1CN(C)Cc1ccc(-c2ccccc2)cc1	-1.1	11	4	9	8	-5[16.7 µM]	15
Oc1cc(CNCc2ccccc2)c(O)cc1CNCc1ccccc1	0.2	-7	-5	nt	10	0	-12
CCNC(=O)[C@@H]1[C@@H](CO)[C@@H]2Cn3c(ccc(-c4ccccc4)c3=O)[C@H]1N2Cc1ccccc1	-0.2	nt	0	-3	nt	-2[16.7 µM]	4
Oc1ccc(/C=N/N=C/c2ccc(O)cc2)cc1	-2.2	5	-3	5	-11	13	-65
O=C(Nc1ccccc1N1CCOCC1)c1ccncc1	-0.1	-4	-9	-5	0	0	3
O=S(=O)(c1ccc2ccccc2c1)N1CCOCC1	-0.6	-5	?	2	17	23	8
COc1ccc(CN(C)C[C@@H]2Oc3ccc(NS(=O)(=O)c4c(C)noc4C)cc3CC(=O)N([C@@H](C)CO)C[C@@H]2C)cc1	-0.4	-2	?	7	nt	-3[16.7 µM]	-8
CCNC(=O)C[C@@H]1CC[C@@H]2[C@H](COc3ccc(NC(=O)c4cccc(OC)c4)cc3C(=O)N2C)O1	-2.0	-18	16	6	-3	0[16.7 µM]	-4
CC(C)NC(=O)N(C)C[C@H]1OCCCC[C@H](C)Oc2ccc(NS(=O)(=O)c3cccs3)cc2C(=O)N([C@@H](C)CO)C[C@H]1C	-0.7	-6	-7	16	-13	-1[16.7 µM]	-7
Cc1ccc2c(c1)[C@H]1OCC[C@H]1[C@@H](c1ccncc1)N2	0.5	-4	-7	13	6	-4	-5
COc1ccc(C(=O)OCC(=O)NC(C)CCc2ccccc2)cc1OC (stereo not drawn)	-1.0	16	3	37	13	nt	-4
O=C1c2ccccc2NC(c2cccc(O)c2)N1c1ccccc1 (stereo not drawn)	-2.9	-2	-4	25	-10	-3	-8
O=C(c1ccccc1)N1C[C@@H]2[C@H](c3ccccc31)[C@@H](CO)N2Cc1cc(F)ccc1F	3.6	nt	-9	2	28	46[16.7 µM]	5
CC=Cc1ccc2n(c1=O)C[C@H]1[C@H](CO)[C@@H](C(=O)NCC3CCCCC3)[C@@H]2N1C(C)=O (mixture of isomers)	nt	nt	-4	20	-9	nt	-1
C[C@@H]1CN([C@@H](C)CO)C(=O)c2c(c3ccccc3n2C)-c2ccccc2CO[C@H]1CN(C)S(=O)(=O)c1cn(C)cn1	-1.3	3	0	-3	3	nt	-4
COc1ccc(NC(=O)C2CCCC2)cc1S(=O)(=O)N1CCOCC1	0.2	-6	19	1	2	-11	-1
O=C(NCCCn1ccnc1)c1cccc(Cl)c1	-0.1	-13	0	2	-7	0	5
O=C(Cc1ccccn1)NCC[C@H]1CC[C@H](NC(=O)Nc2ccc(Cl)cc2)[C@H](CO)O1	3.5	nt	3	10	nt	nt	nt
COC(=O)C(C)Sc1nc2c(cnn2-c2ccc(Cl)cc2)c(=O)[nH]1 (stereo not drawn)	2.4	-5	-6	2	-2	nt	26
O=C(NO)c1ccc(OC(F)F)cc1	2.9	-2	2	-6	43	nt	17
COC(=O)c1sccc1NC(=O)CSc1ccccc1NS(=O)(=O)c1ccc(Cl)cc1	nt	8	nt	nt	28	-7	nt
CC(C)=CC1C(C(=O)Nc2ccc(S(=O)(=O)N3CCOCC3)cc2)C1(C)C (stereo not drawn)	1.6	-7	-9	-53	23	nt	22
O=C(Nc1ccccc1F)c1ccccc1-c1ccc(C(F)(F)F)cc1	nt	3	nt	-24	-17	nt	nt
(list continues)
SMILES	CFTR F508del cor	FN deposition inh	DENV2 CPE rescue	INS-1E GSIS act	PAX8 inh HTS	miR122 inh	EWS-Fli block
C[C@@H]1CCCCO[C@H](CN(C)Cc2ccc(Cl)c(Cl)c2)[C@@H](C)CN([C@H](C)CO)C(=O)c2cc(NC(=O)Nc3ccc(F)cc3)ccc2O1	0.4	nt	-3	-3	22	4[16.7 µM]	0
CC(=O)Nc1ccc2c(c1)C(=O)N(C)[C@H]1CC[C@@H](CC(=O)NCc3ccc4c(c3)OCO4)O[C@@H]1CO2	-1.3	-2	20	12	2	-13[16.7 µM]	-5
CCCOc1ccc(C(C)=O)cc1CN1CCOCC1	nt	5	0	13	9	-1	15
CN(C)Cc1cn(CC[C@H]2CC[C@@H](NC(=O)Nc3ccccc3F)[C@H](CO)O2)nn1	-1.8	-3	-8	14	-14	nt	2
O=C(c1ccc(Cl)c(S(=O)(=O)N2CCCCCC2)c1)N1CCN(c2ccccn2)CC1	nt	7	nt	-17	nt	11	nt
Cc1ccc(S(=O)(=O)N(CC(=O)Nc2ccccc2C(=O)O)c2cccc(Cl)c2C)cc1	nt	-1	-3	-37	-16	nt	-9
COC(=O)/C(C#N)=C/c1ccc(OC(=O)c2ccccn2)cc1	nt	nt	9	15	1	nt	52*
N#C[C@@H]1[C@H](c2ccccc2-c2ccccc2)[C@H](CO)N1C(=O)Cc1cccnc1	0.9	-4	-1	-1	-3	nt	5
COC(=O)NNC(=O)COc1ccc2ccccc2c1Br	nt	-1	4	7	1	-3	1
COCC(=O)Nc1ccc2c(c1)OC[C@H](C)N(CC1CCCCC1)C[C@@H](C)[C@H](OC)CN(C)C2=O	-3.6	-10	-1	-10	0	nt	5
CC(=O)Nc1ccc(OS(=O)(=O)c2c(C)cc(C)cc2C)cc1	-1.1	1	0	1	-4	nt	-4
COc1ccccc1NC(=S)N(Cc1ccco1)Cc1cc2cc(C)c(C)cc2[nH]c1=O	6.2	10	-7	nt	28	27	39
CN1CCN(C(=O)C[C@@H]2CC[C@@H]3[C@H](COC[C@H](O)CN3Cc3ccc4c(c3)OCO4)O2)CC1	-1.9	-10	-12	15	2	-7[16.7 µM]	15

Compounds as they come; about 3.9% have a hit in one of these screens.
